GalR3 antag = antagonists of human GalR3. O60755. hit rate 0.44% among 360,000. HEK293 GalR3-CNG cAMP membrane potential fluorescence; galR3 body fused to GalR1 C-terminus. AID 651719. inhibition, % at 3 µM;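 active = inhibition above the screen-wide average plus 3 SD, cut at about 13% in these data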;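 also: forskolin and galanin both at EC90 stimulate the cells; cAMP rise reported by CNG channel membrane potential dye signal; 0% = forskolin plus galanin with DMSO and 100% = forskolin alone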
Target sequence (O60755 1-299 limits assumed): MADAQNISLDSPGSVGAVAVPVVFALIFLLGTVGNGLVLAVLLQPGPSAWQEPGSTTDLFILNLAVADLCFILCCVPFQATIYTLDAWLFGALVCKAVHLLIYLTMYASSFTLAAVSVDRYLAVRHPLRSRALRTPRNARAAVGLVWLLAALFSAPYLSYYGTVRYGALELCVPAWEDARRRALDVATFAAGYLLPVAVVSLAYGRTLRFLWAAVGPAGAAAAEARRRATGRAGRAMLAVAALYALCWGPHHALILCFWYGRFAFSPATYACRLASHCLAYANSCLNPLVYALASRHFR
IDE cell inh = inhibits human insulin-degrading enzyme in HEK cells; AID 434962; P14735; FAbetaB cleavage, fluorescence polarization; inhibition, % at 5.59 µM; hit rate 0.41% among 320,000;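 active = percent inhibition above the average of all tested compounds plus 3 SD, set per screening campaign, cut at about 16% in these data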;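 also: IDE supplied by intact live HEK cells; FP after avidin binding of uncleaved biotin substrate so inhibition keeps polarization high; 0% = DMSO wells and 100% = 60 µM reference IDE inhibitor Ii1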
CRFR2-BP antag = antagonists of CRF-binding protein/CRF-R2 receptor complex | HEK293 CRF-R2/CRF-BP, CRF-induced calcium fluorescence | inhibition, % at 11.8 µM | hit rate 0.59% among 350,000 | AID 588475;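 active = inhibition of the ligand-induced calcium signal above about 50% at the single tested concentration, limit read from the data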
UBC9 SUMO inh = SUMOylation inhibition; P63279; HTRF SUMOylation assay, SAE1/SAE2 + UBC9, in vitro; inhibition, % at 35 µM; hit rate 0.36% among 290,000; AID 2006; in the data active = inhibition above about 50%, passing the limit was not always enough; also: strong numbers were not always called active
Target sequence (P63279 whole entry, looked up): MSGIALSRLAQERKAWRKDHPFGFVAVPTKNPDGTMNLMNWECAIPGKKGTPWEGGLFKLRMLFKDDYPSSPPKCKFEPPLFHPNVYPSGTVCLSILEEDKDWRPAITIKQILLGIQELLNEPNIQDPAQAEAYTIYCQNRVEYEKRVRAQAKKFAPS
IMP-1 inh = blocks Pseudomonas aeruginosa IMP-1 metallo-beta-lactamase. hit rate 0.45% among 290,000. inhibition, % at 5.6 µM. purified IMP-1, nitrocefin hydrolysis, epi-absorbance fluorescence. AID 1556;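 active = inhibition above the mean plus 3 SD of all compounds in the same screening run, cut at about 4.5% in these data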;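 also: 0% = IMP-1 with DMSO and 100% = DMSO wells lacking enzyme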
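Assay system: purified IMP-1; Quantity: IMP-1 0.2 nM before substrate addition; Medium: HEPES buffer pH 7.1 with ZnSO4 and Brij 35; Incubation: 15 min enzyme–compound preincubation, then 25 min nitrocefin reaction, 25 °C; Signal: fluorescence quenching readout, ex 480/em 530 nm; Controls: DMSO with and without IMP-1; Repeats: singlicate testing.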
VIM-2 inhibitor = blocks Pseudomonas aeruginosa VIM-2 metallo-beta-lactamase; purified VIM-2, nitrocefin hydrolysis, epi-absorbance fluorescence; inhibition, % at 5.6 µM; hit rate 0.89% among 290,000; AID 1527;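 active = inhibition above the mean of all tested compounds plus 3 SD, cutoff set per screening run, cut at about 7.5% in these data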;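 also: red hydrolysis product quenches plate fluorescence so inhibitors raise well fluorescence; 0% = enzyme with DMSO and 100% = DMSO without enzyme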
p-CIP stab down = lowers stability of the mouse p/CIP coactivator protein. F442A p/CIP-EGFP cells, EGFP fluorescence, 16 h. decrease of EGFP signal, % at 10 µM. hit rate 0.01% among 290,000. AID 1984;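 active = EGFP signal decrease of at least 30% at 10 µM or well 3 SD below plate mean, unless failing retest; inactive = the rest, including hits failing retest or dose response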; also: some compounds called inactive have numbers as strong as hits; many of its hits are not listed in these tables
NS3 helicase inh = blocks Hepatitis C virus NS3 helicase unwinding; NS3 helicase DNA unwinding, Cy5 molecular beacon fluorescence; inhibition, % at 10.9 µM; hit rate 0.56% among 290,000;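 active = inhibition above the mean of all tested compounds plus 3 SD, set per campaign, cut at about 35% in these data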;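 also: 0% = DMSO wells and 100% = thioflavine S control wells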
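assay system = NS3 helicase fragment of HCV | buffer or medium = MOPS pH 6.5, MgCl2, DTT, Tween20, BSA | timing = 60 min unwinding reaction at 25 °C after ATP addition | signal = Cy5 beacon fluorescence read at start and 1 h | read-out basis = % inhibition of unwinding | control set = low DMSO, high thioflavine S at 110 µM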
IDE act = boosts human insulin-degrading enzyme activity in HEK cells | P14735 | FAbeta-B cleavage, fluorescence polarization; 0% vehicle, 100% cell-free pure enzyme wells | activation, % at 5.96 µM | hit rate 0.073% among 340,000 | AID 493087;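 active = activation above the mean of all tested compounds plus 3 SD, set per screening campaign, cut at about 17% in these data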
The depositor's hits bear a star; x = not tested or not shown.

SMILES | GalR3 antag | IDE cell inh | CRFR2-BP antag | UBC9 SUMO inh | IMP-1 inh | VIM-2 inhibitor | p-CIP stab down | NS3 helicase inh | IDE act
COc1cc(CNC2CCCCCCC2)cc(Cl)c1OCC(N)=O | -12 | 1 | -16 | 7 | 0.5 | -0.4 | 5 | 13 | 7
O=C(Nc1ccnn1C1CCN(Cc2cccc(OCCO)c2)CC1)C1CCCC1 | 1 | 0 | -8 | 9 | -2.1 | -0.6 | 0 | -6 | 3
COc1ccc(N2CCN(C(=O)c3cccc(S(=O)(=O)N4CCc5ccccc54)c3)CC2)cc1 | -7 | 6 | 6 | x | x | x | x | x | -4
CCCCCC(=O)N=Nc1c(O)[nH]c2ccc([N+](=O)[O-])cc12 | 1 | 1 | 10 | 6 | -3.0 | -3.9 | -4 | 5 | 4
Cc1c(C(=O)N2CCCCC2)c(S(=O)(=O)N2CCc3ccccc32)c(C)n1C | -7 | -3 | 2 | 1 | -0.4 | 2.2 | 6 | -10 | 4
CC1(C)Cc2c(sc3nc4n(c(=N)c23)CCC4)CO1 | 0 | 4 | -10 | 6 | -1.5 | 0.4 | 4 | 3 | -3
CCNc1ccc(N=Nc2c(C)n(C)n(-c3ccccc3)c2=O)cc1 | -1 | 5 | 0 | 1 | -1.9 | -2.8 | -14 | -1 | x
O=C(CSc1nnc(NC(=O)c2ccccc2Cl)s1)NC1CC1 | -4 | 4 | -5 | -2 | -0.1 | 1.9 | 2 | -17 | 5
COC(=O)/C(=C(/F)SCC(C)=O)C(F)(F)F | x | -1 | x | 18 | -3.1 | -1.8 | -4 | 0 | x
O=C(Nc1nc2ccccc2s1)C1CCN(S(=O)(=O)c2cc([N+](=O)[O-])ccc2Cl)CC1 | -10 | 3 | -3 | 21 | -1.6 | -2.9 | -25 | 5 | -3
COc1ccc(CNC(=O)C2CCN(S(=O)(=O)c3ccc4c(c3)NC(=O)CO4)CC2)cc1 | 2 | -8 | 6 | 3 | 0.5 | 1.3 | -20 | 9 | 5
COc1ccccc1CCC(=O)NNC(=O)c1ccccc1 | -7 | -1 | 1 | -2 | -2.5 | -0.5 | -7 | 4 | -1
CSc1ncc(CN2CCCCC2C(=O)Nc2ccc(Oc3ccccc3)nc2)cn1 (centres undefined) | -4 | 2 | -13 | 3 | 1.4 | -0.2 | 1 | -3 | 0
COc1ccc(-c2ccc(C#N)c(SCC(=O)Nc3sc4c(c3C#N)CCC4)n2)cc1 | -1 | -2 | -13 | -23 | -2.2 | 0.2 | -11 | 5 | 2
CC(C)(C)NC(NC(=O)Cc1ccccc1)C(Cl)(Cl)Cl (centres undefined) | 1 | -3 | -5 | -7 | -2.1 | -0.8 | -2 | -5 | 2

Results in GalR3 antag and NS3 helicase inh, for some of the entries so far:
| Compound | GalR3 antag | NS3 helicase inh |
| --- | --- | --- |
| CSc1ncc(CN2CCCCC2C(=O)Nc2ccc(Oc3ccccc3)nc2)cn1 (centres undefined) | -4 | -3 |
| COc1ccc(-c2ccc(C#N)c(SCC(=O)Nc3sc4c(c3C#N)CCC4)n2)cc1 | -1 | 5 |

More entries:
SMILES | GalR3 antag | IDE cell inh | CRFR2-BP antag | UBC9 SUMO inh | IMP-1 inh | VIM-2 inhibitor | p-CIP stab down | NS3 helicase inh | IDE act
O=C(NCCNS(=O)(=O)c1ccc(C(F)(F)F)cc1)N1CCOCC1 | -5 | 5 | -2 | 9 | -1.2 | 0.5 | 18 | -3 | 3
CC(=O)Nc1ccc(N(C(=O)c2ccco2)C(C(=O)NC2CCCC2)c2ccc(N3CCOCC3)cc2)cc1 (centres undefined) | 2 | 6 | 11 | 15 | -0.5 | 1.4 | 8 | 1 | 2
COc1ccc(C(=O)NCC2CCCN2S(=O)(=O)c2cccs2)cc1OC (centres undefined) | -4 | 1 | 14 | x | x | x | x | x | 5
O=C(NC(=S)Nc1ccccc1N1CCCCC1)c1ccco1 | -5 | 2 | -35 | -9 | 1.5 | -1.7 | -8 | -6 | -3
Cc1ccc2cc(CN(CCCO)S(=O)(=O)c3cccc4nsnc34)c(=O)[nH]c2c1C | -4 | -1 | -48 | 6 | -0.3 | -5.6 | -22 | -4 | -7
Cc1cc(NC(=O)/C=C/C(=O)N(c2ccccc2C)C(C(=O)NC2CCCC2)c2ccc(F)cc2)no1 (centres undefined) | 0 | -4 | -17 | -24 | -1.9 | 1.6 | -6 | 1 | -2
CCOc1cc(NC(=O)C2CCCCC2)c(OCC)cc1NC(=O)c1ccco1 | -3 | -1 | 16 | -18 | -4.8 | -2.2 | -16 | 13 | 7
Cc1ccc(CSc2ccc(-c3ccco3)nn2)cc1 | -1 | -4 | 25 | 8 | -3.0 | -4.8 | 3 | 25 | 3
Cc1ccc(/C(=N\O)c2oc3c(C)c4oc(=O)cc(C)c4cc3c2C)cc1 | -4 | 3 | 11 | -10 | -2.9 | -3.2 | 0 | -4 | 5
O=C(Cn1c(-c2cscn2)nc2ccccc21)Nc1ccc(Cl)cc1 | -4 | -6 | -12 | -35 | -5.0 | 0.1 | -1 | 5 | 0
Nn1c(SCC(=O)Nc2cc(C(F)(F)F)ccc2Cl)nncc1=O | -5 | -2 | -7 | 3 | -0.1 | -2.2 | -34 | 5 | 2
C=CCN(C(=O)c1csnn1)C(C(=O)NC(C)(C)C)c1ccncc1 (centres undefined) | -4 | 0 | 0 | 25 | -0.4 | -2.3 | -8 | 3 | 2
CCOCc1cnc(C)nc1NCC(=O)c1c(C)[nH]c2cc(C)ccc12 | -3 | 2 | -9 | 1 | -2.1 | 2.2 | 8 | 2 | 6
COCCOC(=O)C1=C(C)NC(SCC(=O)NC(C)(C)C)=C(C#N)C1c1ccco1 (centres undefined) | -5 | x | 9 | 22 | 1.9 | 1.6 | -3 | -7 | 1
O=C(CN(CCc1ccccc1)C(=O)Cn1nnc(-c2cccs2)n1)NCc1ccco1 | -3 | 7 | -2 | 17 | 0.2 | 1.3 | -7 | 16 | 0
O=C(Nc1ccc(Cl)cc1)Nc1ccc2c(c1)OCO2 | -2 | -2 | 4 | 8 | 0.6 | -1.1 | -18 | 9 | 4
CCC1SC2=NC(C)=C(C(=O)OCCOC)C(/C=C/c3ccccc3OC)N2C1=O (centres undefined) | -4 | 6 | 0 | 12 | -0.1 | 3.6 | -24 | 11 | 7
Cc1ccc(-n2ncc3c(=O)n(CC(=O)N4CCCc5ccccc54)cnc32)cc1C | -7 | x | 5 | 10 | -1.5 | -0.4 | -10 | -1 | -1
COc1ccc(OC)c(C2N(c3ccc(Cl)cc3)C(=O)C3CCCN32)c1 (centres undefined) | -2 | -1 | -13 | 31 | -3.4 | -2.5 | -13 | 0 | 3
O=C(Nc1ccc2nc3n(c(=O)c2c1)CCCC3)c1ccc(Cl)nc1 | 2 | 3 | 25 | x | x | x | x | x | 0
CCN(c1ccc(OC)cc1)S(=O)(=O)c1ccc(-c2cc(C)no2)s1 | 1 | 1 | 3 | -26 | -4.6 | -0.5 | 7 | -14 | 2
CCOC(=O)C1C(c2cccs2)NC(=O)N(C)C1(O)C(F)(F)F (centres undefined) | 0 | 4 | -7 | 27 | -3.5 | -2.7 | 6 | 4 | 4
CCC1CN(S(=O)(=O)c2ccc3c(c2)NC(=O)CC(=O)N3)c2cc(Cl)ccc2O1 (centres undefined) | -1 | -3 | -27 | -19 | -1.6 | -0.8 | 2 | -17 | -1
Cc1nn(-c2cccc(Cl)c2)c2nc(C(F)(F)F)[nH]c(=O)c12 | -4 | -2 | 86* | 4 | 0.4 | -1.1 | -13 | 20 | -5
S=c1[nH]nc(CN2CCCCC2)n1Cc1ccccc1 | -1 | 2 | 6 | 1 | -1.1 | -3.4 | 14 | 6 | 6
CCC(C)NC(=O)C(Cc1ccccc1)NS(=O)(=O)c1ccc2c(c1)oc(=O)n2C (centres undefined) | 2 | 0 | -4 | -1 | 0.6 | 0.7 | 3 | -6 | -1
C=CCNS(=O)(=O)c1ccc2nsnc2c1 | -6 | -1 | 0 | -3 | -0.9 | 2.2 | -1 | -10 | 3
CCOP(=O)(OCC)/C(=C/N1CCCCC1)NC(=O)c1ccccc1 | -5 | 0 | -7 | 19 | -5.0 | -0.8 | -16 | -15 | -5
COc1ccc(-c2cc(C(=O)NCCCN3CCOCC3)c3cc(C(C)C)ccc3n2)cc1 | -9 | -2 | -20 | x | -0.7 | 0.5 | -14 | -86 | 2
C[C@@H](C(=O)Nc1ccc(SC(F)F)cc1)N1C(=O)C2CCCCC2C1=O (some centres undefined) | -7 | 2 | -15 | x | x | x | x | x | -4

Single entries from above:
`CCNc1ccc(N=Nc2c(C)n(C)n(-c3ccccc3)c2=O)cc1` – p-CIP stab down = -14
`COc1ccc(OC)c(C2N(c3ccc(Cl)cc3)C(=O)C3CCCN32)c1` (centres undefined) – CRFR2-BP antag = -13
`O=C(Nc1nc2ccccc2s1)C1CCN(S(=O)(=O)c2cc([N+](=O)[O-])ccc2Cl)CC1` – NS3 helicase inh = 5
`Cc1ccc(/C(=N\O)c2oc3c(C)c4oc(=O)cc(C)c4cc3c2C)cc1` – IMP-1 inh = -2.9

The list continues.
SMILES | GalR3 antag | IDE cell inh | CRFR2-BP antag | UBC9 SUMO inh | IMP-1 inh | VIM-2 inhibitor | p-CIP stab down | NS3 helicase inh | IDE act
COc1ccc(CC(=O)Nc2ccc(C(=O)NC(C)(C)C)cc2)cc1OC | -3 | 0 | -25 | 3 | -3.4 | -2.8 | -3 | 2 | 7
COc1cccc(N2CCN(C(=O)c3ccc(Cl)c(NC4=NC5CS(=O)(=O)CC5S4)c3)CC2)c1 (centres undefined) | 0 | -2 | 6 | x | -0.4 | -1.3 | -9 | 8 | -1
CCCC/C(C)=N/NC(=O)c1cn(-c2ccccc2)nc1-c1ccccc1 | -8 | 3 | -8 | -2 | -4.4 | -3.9 | -7 | -4 | 3
CCN1C(=O)[C@H]2[C@@H](c3ccc(-c4ccc(OC)cc4)c(OC)c3)N3CCCC[C@@]3(C(=O)OC)[C@H]2C1=O | -4 | -3 | -12 | x | x | x | x | x | 7
CCOC(=O)C1(Cc2ccccc2C(F)(F)F)CCN(CC(O)CO)CC1 (centres undefined) | -5 | 8 | -16 | 4 | -2.6 | -1.4 | -10 | 4 | 8
CCC1CCCCN1Cc1nc2ccccc2c(=O)n1CC(C)=O (centres undefined) | -6 | 5 | -1 | -5 | -5.2 | -3.5 | 1 | 3 | 3
Cc1ccc(-c2nnn(CC(=O)NC3CCN(Cc4ccccc4)CC3)n2)cc1 | -3 | 4 | -30 | -11 | -3.6 | -1.5 | -6 | 0 | 5
Cc1ccc(S(=O)(=O)N2CCN(C(=O)c3cccs3)CC2)c(C)c1 | -8 | 1 | 16 | -3 | -2.8 | -2.1 | 6 | -1 | x
COc1ccccc1NC(=O)COC(=O)/C=C/c1ccccc1[N+](=O)[O-] | -11 | -1 | 9 | 10 | -0.5 | -2.2 | -13 | 3 | 1
CCCCOC(=O)CSC(=S)N(C)Cc1cccs1 | -3 | 1 | 47 | -7 | -3.8 | -2.4 | 11 | -10 | 6
COc1cccc(C(C(=O)NC2CCCCC2)N(C(=O)CNC(=O)c2ccco2)c2cccnc2)c1 (centres undefined) | -10 | -4 | -3 | 18 | -2.0 | -1.5 | -19 | 5 | 1
